IkB signaling – inhibitors of IkB signaling in ABC-DLBCL cells | ABC-DLBCL IkBa-CBG/CBR dual luciferase ratio, 4 h; response scale: scaled: untreated 0%, proteasome inhibitor 100% | Potency, µM (top dose mostly 57.1 µM), for inactives: at the top dose IkBa stabilization activation | 0.04% of 110,000 active; active = well fitted curve in the direction sought with a large enough effect in the signal ratio, not every such curve was filed as active; inconclusive = small, poorly fitted or top-dose-only effect, or a change in a side signal; the % refers to the signal ratio;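 also: the direction sought is a rising ratio; 0% = basal untreated cells and 100% = reference inhibitor full response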
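Luminescence ratio of IκBα-fused green versus native red beetle luciferase in OCI-Ly3 cells, 4 h post-doxycycline with compound; red signal alone, scaled from basal (0%) to zero light (-100%), flagged nonspecific or cytotoxic effects.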
p53ts 39C kill – kills p53ts cells at the nonpermissive temperature; H1299-p53A138V viability at 39C, ATP luminescence, 24 h; Potency, µM (series often up to 46.1 µM), without a hit: top-dose activity change, negative = cell killing, usual class: cytotoxic; AID 902; 1.5% of 130,000 active; also: nearly all actives have a fitted effect of over 55% in size
Imprint erasure – genomic imprint erasure induction. mouse ES Peg3-LacZ reporter, beta-gal luminescence, 40 h. 0.02% of 110,000 active. Potency, µM (series often up to 60.7 µM), inactives show at the highest dose activity change, positive = activation, usual class: activators;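 also: 0% = negative control wells on the plate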
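Readout: BetaGlo luminescence (5 min, room temp) for LacZ from the normally silent maternal Peg3 allele in female Peg3LacZ-Neo ES cells. Cells 300/well, 40 h, 37C, 5% CO2. Data normalized per plate to negative controls.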
p53ts 32C tox – p53ts cell cytotoxicity, permissive temperature | Potency, µM (titrated, usually from 46.1 µM), without a hit: top-dose activity change, negative = cytotoxicity, most hits filed as cytotoxic | H1299-p53A138V at 32C, ATP luminescence viability, 24 h | 0.93% of 130,000 active;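 also: 0% = DMSO and -100% = full killing by reference compound; nearly all actives have a fitted effect of over 55% in size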
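H1299-p53 A138V cells (temperature-sensitive p53) exposed 24 h to up to 46 uM compound at 32C, where p53 is wild-type in conformation. Viability read as ATP luminescence and normalised to DMSO and 100 uM tamoxifen. AC50 fitted with the Hill equation.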
* marks the source's active call; other numbers are inactive results; u = inconclusive; x = no result given; [ ] = remark or other dose. Unless noted, calls follow the shape of the dose curve; as a rule, active = well fitted curve in the direction sought with a large enough effect; inconclusive = small, poorly fitted or top-dose-only effect, or another doubt; inactive = no such curve, though single readings can be large; an effect the other way counts as inactive or inconclusive. Unless noted, % is scaled to controls: 0 for no effect and ±100 for the full control effect; potency is read from the fitted curve at half-maximal effect.

SMILES	IkB signaling	p53ts 39C kill	Imprint erasure	p53ts 32C tox
CCOc1ccccc1C(=O)Nc1ccc2nc(N(CC)CC)cc(C)c2c1	u	16%	-12%[10.9 µM]	-2%
O=C(CSc1nnc(CCCO)n1-c1ccccc1)Nc1nccs1	-1.6%	20%	-11%	18%
CCCCn1c(SCC(=O)Nc2cccc(OC)c2)nc2ccc(N3CCOCC3)cc2c1=O	u	-8%	0%	-1%
Cc1cc(-c2nnco2)c(C)n1-c1ccccc1	0.4%	u	-14%	-28%
CCC(=O)Nc1ccc(-c2nc(-c3ccccc3)n(CC(=O)N3CCCCC3)n2)cc1	0.5%	4%	-8%	-9%
COc1ccc(-n2c(SCC(=O)Nc3nnc(C)s3)nc3c([nH]c4ccccc43)c2=O)cc1	-0.6%	-20%	-6%[10.9 µM]	11%
O=C(CCCSc1nc(-c2ccco2)cc(C(F)(F)F)n1)NCc1cccs1	u	62%[activator]	-19%	14%
COc1ccccc1NC(=O)Nc1ccc(Br)cn1	u	8%	-32%[inhibitor]	-9%
CCC(CC)C(=O)Nc1nnc(SCC(=O)N2CCN(c3ccccc3OC)CC2)s1	u	-11%	-14%	7%
CCNc1nc(Oc2ccc(=O)n(C)n2)nc(N2CCOCC2)n1	-0.2%	-10%	4%	13%
O=C(O)CC[C@@H](C(=O)O)N1C(=O)[C@@H]2[C@@H]3CC[C@H](C3)[C@@H]2C1=O	0.9%[11.4 µM]	-6%[9.22 µM]	u	4%[9.22 µM]
Cc1cc2cc(CNC(=O)c3ccc4c(c3)OCO4)ccc2n1C	-0.3%	1%	-3%	-7%
Cn1cc(-c2nc3ccccc3[nH]2)c2ccccc21	u	-25%	-35%[inhibitor]	-23%
CCOC(=O)CSC(CC)C(=O)Nc1nnc(CC)s1 (stereo unspecified)	-0.6%	3%	-8%	-7%
CCOc1ccc(Oc2c(/C=N/NC(C)=O)c(C)nn2-c2ccccc2)cc1	x	u	x	-15%
Cc1ccc(-n2ncc3c(NCc4ccco4)ncnc32)c(C)c1	3.2%	19%	-9%	-2%
C=CCN1CC(O)=C(c2ccccc2)C1=N	1.1%	2%	-5%	-2%
Cc1noc(COc2ccc(OCc3nc(C)no3)cc2)n1	0.4%	5%	-10%	-3%
O=C(O)c1cc(-c2cccs2)nc2cc3c(cc12)OCCO3	3.0%	10µM*	-13%	u
CCN(CC(=O)Nc1ccc2c(c1)OCCO2)c1nc(-c2cccnc2)nc2ccccc12	0.2%	-15%	-11%	5%
c1ccc2[nH]cnc2c1	-0.3%	9%	13%	10%[1.84 µM]
COC(=O)[C@@]1(Cc2ccccc2)[C@H]2c3cc(C(=O)N4CCCC4)n(Cc4ccccc4)c3C[C@H]2CN1C(=O)c1ccccc1	x	49%[activator]	-32%[inhibitor]	60%[activator]
CCCOc1ccc(S(=O)(=O)n2cc(Br)c(=O)[nH]c2=O)cc1	x	-5%	x	0%
Cc1cc(C)nc(NS(=O)(=O)c2ccc(NC(=S)NC(=O)CC(C)C)cc2)n1	x	-7%	x	11%
COc1ccc(CNC(=O)c2cc3oc4ccccc4c3n2C)cc1OC	u	-25%	-8%[10.9 µM]	u

Continued.
SMILES	IkB signaling	p53ts 39C kill	Imprint erasure	p53ts 32C tox
CCOC(=O)N1CCN(S(=O)(=O)c2ccc(OCC(=O)OC)c(C)c2)CC1	4.2%	-6%	u	0%
COc1ccc(CCNc2nc3c(-c4cccc(C(F)(F)F)c4)nnn3c3ccccc23)cc1OC	-0.3%	-8%	-9%[10.9 µM]	3%
COc1ccccc1-c1cc(=O)c2cccc(OC)c2o1	x	0%	-20%	3%
CCOC(=O)N1CCC2(CC1)C(C#N)=C(N)Oc1c2c(C)nn1-c1cccc(Cl)c1	u	7%	-2%	-11%
O=C(O)CCC(NS(=O)(=O)c1ccc(-c2ccccc2)cc1)C(=O)O (stereo unspecified)	0.0%	5%	-1%	-6%
O=C(c1ccco1)N1CCN(c2ncnc3scc(-c4ccc(F)cc4)c23)CC1	x	1%	x	2%
Cc1c(Cl)c(C(=O)NNC(=S)NCc2ccco2)nn1C	x	13%	x	1%
OCCN1CCN(C(c2cccs2)c2ccc3cccnc3c2O)CC1 (stereo unspecified)	u	u	-41%[inhibitor]	u
CCN(CC)CCCNC(=O)c1cn(C)c2ccc(S(=O)(=O)N(C)C)cc2c1=O	-0.6%	2%	-1%	0%
CCOC(=O)C(CC)n1cnc2c(nnn2-c2ccc(C)cc2)c1=O (stereo unspecified)	0.3%	-20%	-12%	-27%
COc1ccc(-c2nc3ccccc3s2)cc1NC(=O)c1cccc([N+](=O)[O-])c1C	7.0%	u	-10%[10.9 µM]	u
O=C(NNc1ncnc2c1cnn2-c1ccccc1)c1cccc(Cl)c1	0.9%	35%[activator]	-6%[10.9 µM]	u
COc1cccc(CN2C(=O)c3ccccc3Sc3ccc(C(=O)N(C)Cc4ccccc4)cc32)c1	u	15%	4%[10.9 µM]	25%
Cc1cccc(C)c1OCc1n[nH]c(=S)o1	x	9%	x	-15%
CN(C(=O)c1ccncc1)c1ccccc1	-0.8%[11.4 µM]	3%[9.22 µM]	u	-1%[9.22 µM]
CCOC(=O)N1CCN(CC(=O)Nc2ccc(OC)cc2)CC1	-0.7%	-6%	8%	5%
CCOc1ccc(N2CC(c3nc4ccccc4n3CCOc3ccc(CC)cc3)CC2=O)cc1 (stereo unspecified)	u	-10%	-6%[10.9 µM]	6%
C[N+](C)(C)c1cc2c(nn1)Nc1ccccc1S2	-3.1%[11.4 µM]	-11%[9.22 µM]	15%[10.9 µM]	-5%[9.22 µM]
C#CCCCO/N=C1/C[C@@H](O)[C@@H](O)[C@@H]2[C@@H]3C(=O)N(c4cccc(Oc5ccccc5)c4)C(=O)[C@H]3CC[C@@H]12	x	2%[9.22 µM]	x	-4%[9.22 µM]
CCOC(=O)CSC(CC)C(=O)Nc1nnc(C(C)C)s1 (stereo unspecified)	0.8%	6%	-7%	-1%
CCN(Cc1ccccc1)C(=O)CSc1nc(C)cc2c1C(=O)OC2	-1.0%	9%	-6%	23%
Cc1ccc(S(=O)(=O)N2CCCC2C(=O)Nc2nc3c(s2)CCCC3)cc1 (stereo unspecified)	3.4%	13%	-26%	4%
Cc1nc2ccccc2nc1N1CCC(C)CC1	-0.9%	5%	13%	-7%
COc1cccc(-c2noc(COc3ccc(C(C)(C)C)cc3)n2)c1	-3.6%	1%	4%[10.9 µM]	-11%
Cc1cccc(-n2c(CCCN3C(=O)c4ccccc4C3=O)nc3ccccc3c2=O)n1	-1.1%	5%	u	-4%

A few values from the list.
p53ts 39C kill with CCOc1ccc(N2CC(c3nc4ccccc4n3CCOc3ccc(CC)cc3)CC2=O)cc1 (stereo unspecified) is entered as -10%
p53ts 32C tox with CCOC(=O)N1CCC2(CC1)C(C#N)=C(N)Oc1c2c(C)nn1-c1cccc(Cl)c1 is entered as -11%
p53ts 39C kill with Cc1nc2ccccc2nc1N1CCC(C)CC1 is entered as 5%
Imprint erasure with COc1ccccc1-c1cc(=O)c2cccc(OC)c2o1 is entered as -20%
p53ts 32C tox with Cc1cccc(C)c1OCc1n[nH]c(=S)o1 is entered as -15%

(listing goes on)
SMILES	IkB signaling	p53ts 39C kill	Imprint erasure	p53ts 32C tox
Cc1ccc(NC(=O)c2oc3ccc(S(=O)(=O)N4CCOCC4)cc3c2C)cc1C	-1.2%	-1%	-1%	2%
CC(=O)Nc1cc2c(cc1C(=O)c1ccccc1)OCCO2	1.7%	-3%	1%	-1%
CCCCCCCCCCCCCC(=O)O	9.6%	11%	-6%	13%[1.84 µM]
CCOc1ccc(OCC)c(NC(=O)CSc2nc3c(c(=O)n(C)c(=O)n3C)n2C(C)C)c1	u	-5%	-13%	-3%
CCc1nn2c(=O)cc(COC(=O)c3ccc(NC(=O)C4CCCCC4)cc3)nc2s1	-0.9%	1%	-20%[10.9 µM]	-2%
FC(F)(F)c1cc(-c2cccc(Br)c2)nc2ncnn12	51%	59%[activator]	13%[10.9 µM]	10%
CCOC(=O)c1cc(-c2ccccc2)n(CCCC(=O)Nc2ccc(C)c(C)c2)c1C	1.5%	-22%	-16%[10.9 µM]	14%
Cn1c(SCC(=O)N=Nc2c(O)[nH]c3ccccc23)nc2ccccc21	x	4%	x	19%
O=C(Nc1cccc(OC(=O)c2ccco2)c1)c1ccco1	6.4%	1%	-42%[inhibitor]	-6%
CCCN(C(=O)C(=O)Nc1ccc2nc3n(c(=O)c2c1)CCCCC3)c1ccc(OCC)cc1	u	-8%	5%[10.9 µM]	9%
Cc1ccccc1NC(=O)CCn1nc(-c2ccc(Cl)cc2)c2ccccc2c1=O	29%	u	-2%[10.9 µM]	-14%
CCN(CC)C(=O)C1CCCN(Cc2cccc(F)c2)C1 (stereo unspecified)	1.6%	7%	-10%	6%
CC(C)C(=O)NC1CC(=O)N(c2ccc3c(c2)OCCO3)C1 (stereo unspecified)	2.7%	-7%	-9%[10.9 µM]	3%
COc1ccc(CN2CCN(c3cc(C)nc4c5c(C)cc(C)nc5nn34)CC2)cc1F	-1.3%	6%	-23%	-2%
Cn1cc(CNC(=O)C2c3ccccc3Oc3ccccc32)cn1	1.9%	-11%	-15%	11%
CCc1cccc(NC(=O)c2snc3c(=O)[nH]cnc23)c1	-1.8%	20%	-39%[inhibitor]	-4%
O=C(NC1CCCCC1)c1ccc(CNc2ccccc2)o1	u	-8%	-10%	-8%
CCN(CC)c1ccc(C(=O)OCC(=O)Nc2cc3oc4ccccc4c3cc2OC)cc1	x	10%	x	-5%
O=S(=O)(N1CCOCC1)n1nnc2ccccc21	-1.9%	10%	-12%	5%
Cc1cccc(-n2c(O)c(C=Nc3ccc4c(c3)OCO4)c3ccccc3c2=O)n1	-2.7%	3%	13%	16%
CCOC(=O)c1cccc(NC(=O)c2ccc3c(c2)nnn3C2CCCC2)c1	u	u	-7%[10.9 µM]	-4%
Cc1ccc(CN(Cc2cccn2-c2nnc(N3CCCC3=O)s2)C(=O)Nc2ccccc2C(F)(F)F)cc1	u	-17%	-13%[10.9 µM]	16%
CCOc1ccccc1NC(=O)CC1Nc2cc(C)c(C)cc2NC1=O (stereo unspecified)	u	-2%	-10%	-1%
COc1cccc(NC(=O)CNC(=O)c2ccccc2)c1	3.1%	6%	-15%	0%
Cc1ccccc1-n1c(SCc2cc(=O)n3ccccc3n2)nc2[nH]ncc2c1=O	-1.9%	-10%	-9%	8%

Brought forward from above: 4 entries; new compounds follow.
SMILES	IkB signaling	p53ts 39C kill	Imprint erasure	p53ts 32C tox
Cc1ccc(CN(Cc2cccn2-c2nnc(N3CCCC3=O)s2)C(=O)Nc2ccccc2C(F)(F)F)cc1	u	-17%	-13%[10.9 µM]	16%
CCOc1ccccc1NC(=O)CC1Nc2cc(C)c(C)cc2NC1=O (stereo unspecified)	u	-2%	-10%	-1%
COc1cccc(NC(=O)CNC(=O)c2ccccc2)c1	3.1%	6%	-15%	0%
Cc1ccccc1-n1c(SCc2cc(=O)n3ccccc3n2)nc2[nH]ncc2c1=O	-1.9%	-10%	-9%	8%
CCOCCOCC	-0.9%	0%	3%	4%[1.84 µM]
COC(=O)CN1C(=O)CC(C)(C)S(=O)c2ccccc21 (stereo unspecified)	-0.5%	5%	-9%	0%
COc1ccc(C(=O)NC2(C(F)(F)F)C(=O)NC(C)=C2C#N)cc1 (stereo unspecified)	-0.6%	30%[activator]	5%[10.9 µM]	-5%
COCCN1C(=O)c2[nH]nc(-c3cc(C)ccc3O)c2C1c1ccc(C(C)C)cc1 (stereo unspecified)	u	u	-3%[10.9 µM]	u
CC(=O)c1cccc(NC(=O)c2ccc(N(C)S(C)(=O)=O)cc2)c1	2.7%	3%	-56%[inhibitor]	-21%
CCOc1ccc(/C=C/C(=O)Nc2sc3c(c2C(=O)OC)C(C(=O)OC)CC3)cc1 (stereo unspecified)	u	17%	-11%[10.9 µM]	-3%
Cc1ccc(-n2c3c(cc(-c4nc(-c5ccc(Cl)cc5)cs4)c2=O)C(=O)CC(C)(C)C3)cc1C	u	22%	-5%[10.9 µM]	11%
NC1=NC(=O)C2(COC(c3ccccc3Cl)OC2)S1 (stereo unspecified)	x	4%	x	-10%
c1ccc(-n2nnnc2OCCOc2nnnn2-c2ccccc2)cc1	0.0%	6%	17%	2%
CC1(C)SCC2C(=O)N3C(CSC3(C)C)C(=O)N21 (stereo unspecified)	1.3%	23%	-2%	-4%

Screening results (PubChem BioAssay)
